# Cneo AK release – Cryptococcus neoformans lysis via adenylate kinase release; C. neoformans lysis, adenylate kinase release luminescence, 4 h; normalised: neutral wells 0, clomiphene wells 100; lysis activity, % at 15 µM; 360,000 tested, 0.2% active; AID 651654;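 active means mean lysis activity across replicates of at least 80%, whatever share of replicates individually reach that level; inactive means mean lysis activity below 80%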
#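 Material – log-phase Cryptococcus neoformans yeast cells · Input – 5 × 10^6 yeast cells/mL · Medium – fresh YPD growth medium · Doses – single compound concentration per well · Timing – static 4 h at 37 °C with compound, 1 h detection · Detection – adenylate kinase release luminescence · Read-out – signal increase indicating cell lysis · Control set – Clomiphene as positive lysis control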
# Statin myotox sup – protects C2C12 myotubes from simvastatin toxicity | ATP luminescence, 48 h; scaled: DMSO 0, geranylgeraniol control 100 | AID 602340 | 330,000 tested, 0.78% active | rescue of ATP level, % at 7.49 µM;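 active means mean ATP rescue above about 67%, or every replicate alone reaching that limit, limit read from the data, passing the limit was not always enough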;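 further: myotubes were challenged with 10 µM simvastatin during compound exposure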
# Numbers without * were called inactive. The list is partial; rates above refer to the full screens.
# Sequence of screens – Cneo AK release, Statin myotox sup
CCOC(=O)CSc1nc2c(sc(=S)n2-c2ccccc2OC)c(=O)n1Cc1ccco1
→ 5.0, 3.9
Brc1ccc(-c2csc(/N=C/N3CCOCC3)n2)cc1
→ -2.1, -4.8
O=C(Cc1ccccc1)NC(NCCCN1CCOCC1)(C(F)(F)F)C(F)(F)F
→ 2.8, 6.2
CC(=O)N1c2ccc3ccccc3c2C(C)CC12CCCCC2 (centres undefined)
→ -0.2, -29.9
Cc1nn2c(-c3ccco3)nnc2c2ccccc12
→ 3.2, 14.1
Cc1cc(C(=O)NCc2cccnc2)no1
→ -3.9, -31.6
COc1ccc(CC(=O)OCc2cc3ccccc3[nH]c2=O)cc1
→ 5.5, -3.3
O=C(Nc1nnc(S(=O)(=O)N2CCCCC2)s1)c1cccc(Br)c1
→ -0.6, -134.6
O=C(c1ccccc1F)N1CCN(Cc2cccc(Cl)c2)CC1
→ 0.0, -30.4
CO/N=C\CC(=O)Nc1ccc(F)cc1
→ 4.8, -2.4
COc1ccc(N2CCN(C(=O)CN(c3ccc(Br)cc3)S(C)(=O)=O)CC2)cc1
→ -9.1, 2.1
Cc1cc(C)n(-c2nc3ccccc3c(=O)n2OCc2ccc(Cl)cc2)n1
→ 0.5, 2.2
Cc1ccc(/C=N/n2c(C)n[nH]c2=S)o1
→ -1.4, -3.4
CC(=O)Nc1ccc(S(=O)(=O)N2CCN(C(=O)c3ccccc3F)CC2)cc1
→ 1.5, -15.2
Clc1ccc(-c2ccc(/C=N/Nc3cc(N4CCOCC4)nc(N4CCOCC4)n3)o2)cc1
→ 2.6, -24.1
COc1cc(NCCCCCCCN)c2ncccc2c1
→ -1.1, 11.4
COc1cc(S(=O)(=O)N2CCOCC2)ccc1NC(=O)CSc1nnc(N)s1
→ -2.0, 3.9
Cc1cc2oc(=O)c3c(c2cc1OC(=O)c1ccco1)CCCC3
→ -0.5, 13.8
CC(NC(=O)c1ccccc1Cl)C1COc2ccccc2O1 (centres undefined)
→ 8.2, 8.4
O=C1CC(C(=O)O)c2ccccc2N1 (centres undefined)
→ -2.6, 9.1
CCOc1cccc(-c2nn3c(-c4ccco4)nnc3s2)c1
→ -0.7, -9.2
CCCC(=O)Nc1nnc(Sc2ccc(N(C)C)cc2)s1
→ 0.0, -4.6
C=CCn1c(Cc2ccc(OC)cc2)nnc1SCC(=O)c1cccc([N+](=O)[O-])c1
→ -0.9, 6.8
CC(=O)Nc1cccc(NC(=O)CSc2nc(C)c(C)c(C)c2C#N)c1
→ -0.9, 5.3
C/C(=N\O)c1ccc2c3ccccc3n(C)c2c1
→ -0.9, 2.9
CCC(Sc1nc2ccc(N)cc2s1)C(=O)Nc1nccs1 (centres undefined)
→ 4.5, 22.9
CCN(c1ccccc1)S(=O)(=O)c1ccc(C(=O)NCc2ccco2)cc1
→ -1.1, 12.8
C=CCc1ccc(OCCOCCNCCCC)c(OC)c1
→ -1.6, -41.7
CCN1CCN(c2ncc3c(n2)CC(c2ccc(OC)c(OC)c2)CC3=O)CC1 (centres undefined)
→ -0.4, -10.2
O=C(Nc1ccccc1-c1nnc(SCc2ccccc2)o1)c1ccccc1
→ -0.9, -8.8
CCOc1ccc(C2=Nn3c(nnc3-c3cccnc3)SC2)cc1
→ -0.4, -4.0
C[C@]12C(=O)N(c3ccc(Cl)cc3)C(=O)N1[C@H]1c3ccccc3OC[C@@H]1[C@H]2c1ccccc1
→ 4.2, -5.8
CC(C(=O)Nc1ccc(S(=O)(=O)N2CCCC2)cc1)N1CCN(C(=O)c2ccco2)CC1 (centres undefined)
→ -3.1, -8.7
Cc1cn(C(=O)c2ccccc2)c(=S)n1-c1ccc(Br)cc1
→ 1.4, 31.6
O=C(Oc1ccc(C(=S)N2CCOCC2)cc1Br)c1cc(Cl)ccc1Cl
→ -3.5, 1.8
Cn1c(N)c(C(=O)COC(=O)c2cc(-c3ccccc3)nc3ccccc23)c(=O)n(Cc2ccccc2)c1=O
→ 1.3, -4.6
COc1ccccc1CNc1nc2nc(C)c(Cl)c(=O)n2[nH]1
→ -0.4, 4.0
COc1cccc(-c2nnc3n2N=C(c2cccc(Br)c2)CS3)c1
→ 0.4, -1.6
COc1cc(=O)[nH]c(SCc2c(F)c(F)c(F)c(F)c2F)n1
→ -6.2, -3.3
CC1CCC(NC(=O)C2CCN(c3c4c(nc5ncnn35)CCC4)CC2)CC1 (centres undefined)
→ 1.0, -10.8
Cc1nc(Nc2nc3ccccc3o2)nc2c1CCC2
→ -0.4, -7.1
CCOC(=O)COC(=O)c1ccc(O)cc1
→ -2.9, 2.7
Cc1ccc(S(=O)(=O)N2CCN(C(=O)c3ccccc3)CC2)cc1
→ 0.5, -1.5
COc1ccc(C2=Nn3c(nnc3-c3ccco3)SC2)cc1
→ -1.3, 4.7
COc1ccc(/C=N/NC(=O)C(=O)Nc2ccccn2)cc1OC
→ -1.0, 21.5
CNC(=O)COc1ccc(-c2nn(C)c(=O)c3ccccc23)cc1
→ -0.4, -51.1
O=S(=O)(c1ccc(Cl)cc1Br)N1CCCCC1
→ -6.4, -33.5
O=C(NC1CCCCC1)N(Cc1cc2cc3c(cc2[nH]c1=O)OCCO3)CC1CCCO1 (centres undefined)
→ -1.1, 7.7
COc1ccccc1Nc1nc2c(C)cccc2cc1C#N
→ 0.4, -7.7
CCN(CC)C(=O)CSc1nnc(-c2ccc(S(=O)(=O)N3CCCC3)cc2)o1
→ 6.6, 6.3
O=C(CCN1C(=O)c2ccccc2C1=O)NCCN1CCOCC1
→ -0.9, 1.3
Nc1[nH]ncc1C(=O)Nc1cccc(C(F)(F)F)c1
→ 1.7, -10.1
Cc1cc(NS(=O)(=O)c2ccc(NC(=O)CN3C(=O)c4ccccc4C3=O)cc2)nc(C)n1
→ -0.6, 4.7
CCn1ncc(Cl)c1C(=O)Nc1cc(Cl)ccc1Cl
→ -6.2, -41.7
COCCCNC(=O)Cn1cnc2sc(C)c(S(=O)(=O)N3CC(C)CC(C)C3)c2c1=O (centres undefined)
→ -0.4, 14.0
CC1Oc2ccccc2N(CC(=O)NCCN2CCOCC2)C1=O (centres undefined)
→ 0.3, 25.0
O=C(c1ccc(Cl)cc1)c1cnc(Nc2ccccc2Cl)s1
→ -2.0, 9.1
COC(=O)CCC(=O)OC1(C)C(=O)C2=CN(CCCOC(C)C)C(c3ccc(OC)cc3)=CC2=C(Br)C1=O (centres undefined)
→ -7.0, -2.3
CCOC(=O)C1/C(=N\O)CC(C)(O)C(C(=O)OCC)C1c1ccc(OC)c(OC)c1 (centres undefined)
→ -1.0, 38.7
Cc1nnc(NC(=O)c2cccc(F)c2)s1
→ 5.8, 1.9

# Structures from the list above that have two or more sulfur atoms:
# Sequence of screens – Cneo AK release, Statin myotox sup
CCOC(=O)CSc1nc2c(sc(=S)n2-c2ccccc2OC)c(=O)n1Cc1ccco1
→ 5.0, 3.9
O=C(Nc1nnc(S(=O)(=O)N2CCCCC2)s1)c1cccc(Br)c1
→ -0.6, -134.6
COc1cc(S(=O)(=O)N2CCOCC2)ccc1NC(=O)CSc1nnc(N)s1
→ -2.0, 3.9
CCCC(=O)Nc1nnc(Sc2ccc(N(C)C)cc2)s1
→ 0.0, -4.6
CCC(Sc1nc2ccc(N)cc2s1)C(=O)Nc1nccs1 (centres undefined)
→ 4.5, 22.9
CCN(CC)C(=O)CSc1nnc(-c2ccc(S(=O)(=O)N3CCCC3)cc2)o1
→ 6.6, 6.3
COCCCNC(=O)Cn1cnc2sc(C)c(S(=O)(=O)N3CC(C)CC(C)C3)c2c1=O (centres undefined)
→ -0.4, 14.0

# New compounds follow
# Sequence of screens – Cneo AK release, Statin myotox sup
CSc1nnc(-c2ccccc2N=Cc2c(C)[nH]n(-c3ccccc3)c2=O)c(=O)[nH]1
→ 0.6, -0.3
CCOc1ccc(NC(=O)c2ccccc2OCC(=O)c2ccc(C)cc2)cc1
→ -1.4, -39.4
Cc1ccc(S(=O)(=O)c2cc3c(=O)n4cccc(C)c4nc3n(Cc3ccncc3)c2=N)cc1
→ -2.6, -0.1
C#CCOCCOCCOCCNc1nc(N2CCN(C(=O)CCCCCCCCCCNC(=O)[C@H](CCCCN)n3cc(C[C@@H](C)CC)nn3)CC2)nc(N2CCN(C(=O)CCCCCCCCCCNC(=O)[C@H](CCCN=C(N)N)n3cc(C[C@@H](C)CC)nn3)CC2)n1
→ 10.0, -141.5
CCOC(=O)N1CCN(C(=O)C(C)n2nc(C)n3c(cc4sccc43)c2=O)CC1 (centres undefined)
→ 1.2, 8.4
COCCNC(=O)C1CCCN(Cc2ccccc2Cl)CC1 (centres undefined)
→ -0.1, 6.4
Cc1cc(Oc2ccc(=O)n(C)n2)nc(Oc2ccc(=O)[nH]n2)n1
→ 0.3, 9.8
CC(C)OC(=O)CC1=NC(=O)CS1
→ -4.0, -12.9
CCc1nc(N)c(C#N)c(-c2ccc(F)cc2)c1C
→ 2.5, -5.3
CC1(C(=O)NCc2ccc(F)c(F)c2)Cc2c(-c3ccccc3)ccnc2O1 (centres undefined)
→ -0.6, -5.3
O=C(O)C1CC=C(Cl)CC1C(=O)NC1CCCCC1 (centres undefined)
→ 0.4, 1.6
CCOC(=O)c1cccc(NC(=O)CN(C)S(=O)(=O)c2cnc[nH]2)c1
→ -3.3, 5.1
COC(=O)c1ccc(N=C2S/C(=C\c3cc(C)n(-c4cccnc4)c3C)C(=O)N2C)cc1
→ -2.0, 3.4
COc1ccc(C(=O)N(CN2CCCC2=O)c2cc(C)on2)cc1OC
→ -1.3, 1.1
CCc1ccc(OC(=O)c2ccn(CC)n2)cc1
→ -2.9, -1.7
CCOC(=O)C1CCN(C(=O)CN(c2ccc(OC)c(OC)c2)S(=O)(=O)c2ccccc2)CC1
→ 5.4, 17.7
CCn1c(=O)c2c(n3cnnc13)-c1ccccc1CC21CCCCC1
→ -1.0, 2.4
COc1ccccc1N1CCN(C(CNS(=O)(=O)c2ccc(C)cc2)c2cccnc2)CC1 (centres undefined)
→ -0.3, 0.2
CC1CCCCN1C(=O)c1ccccc1NC(=O)c1ccco1 (centres undefined)
→ -2.8, -4.7
CSc1cccc(NC(=O)CN(C)S(=O)(=O)c2ccc(C)cc2)c1
→ 2.7, 4.9
CCN(CC)S(=O)(=O)c1cc([N+](=O)[O-])ccc1NNC(=O)Nc1ccc(Cl)c(Cl)c1
→ -5.7, -23.4
COC(=O)CCC(=O)OC1(C)C(=O)C2=CN(CCc3c[nH]c4ccccc34)C(c3ccc(OC)cc3)=CC2=C(Br)C1=O (centres undefined)
→ 2.8, 8.4
COCCNC(=O)C1(C)CCCN(Cc2ccc(Cl)c(Cl)c2)C1 (centres undefined)
→ 1.4, 7.9
CC1(C)CC(n2c(NCCO)nc3c(c2=O)C2(CCCC2)Cc2ccccc2-3)CCO1 (centres undefined)
→ -0.4, -2.7
O=c1c(Oc2ccccc2Br)c(C(F)(F)F)oc2c(CN3CCCC3)c(O)ccc12
→ -6.7, 6.6
COc1cccc2cc(C(=O)NC(C)C3CCCO3)c(=O)oc12 (centres undefined)
→ 8.6, -0.8
CCCCOc1ccc(CN(C)c2ncnc(N)n2)cc1
→ 1.1, -24.0
N#CC1=C2SCN(Cc3ccccc3)CN2C(=O)CC1c1ccccc1F (centres undefined)
→ -0.7, 9.3
CCN1C(=O)C2(/C(=C(\O)c3ccc4c(c3)OCCO4)C(=O)C(=O)N2CCCOC)c2ccccc21 (centres undefined)
→ 5.1, -6.7
CCN1C(=O)c2ccc(C(=O)NCc3ccc4c(c3)OCO4)cc2C1=O
→ -1.5, 6.8
Cc1ccccc1Nc1nc(N)nc(COC(=O)CCS(=O)(=O)c2ccccc2)n1
→ -0.4, -2.7
O=C(O)c1nn2c(c1Br)NC(c1ccccc1)CC2C(F)(F)F (centres undefined)
→ 4.6, -16.4
Cc1ccc(S(=O)(=O)CCc2nc3ccccc3n2CCC#N)cc1
→ -0.3, 4.0
CCC(CC)C(=O)c1c[nH]c(C(=O)NCCCN2CCOCC2)c1
→ -0.2, 3.7
Cc1ccc(S(=O)(=O)/N=C2/NC(=O)/C(=C\c3cc(Br)cc(Br)c3O)S2)cc1
→ 0.3, -0.3
CCCn1c(N2CCN(CC(=O)c3c(C)n(C)c4ccc(OC)cc34)CC2)nc2c1c(=O)[nH]c(=O)n2C
→ -9.3, -4.3
CC1(C)CC(NC(=O)c2coc(=O)c(Br)c2)CC(C)(C)N1
→ -1.5, 4.2
CCOc1ccccc1C(=O)NC(C)c1ccc2c(c1)OCO2 (centres undefined)
→ -1.7, 63.0
CC1(c2nnc(Cc3ccccc3)o2)CC(c2ccccc2[N+](=O)[O-])=NO1 (centres undefined)
→ 2.0, 1.2
CCC(OC(=O)CCc1nc2ccccc2[nH]c1=O)C(=O)c1ccccc1 (centres undefined)
→ -1.1, 2.7
Cc1ccsc1C(C(=O)NC1CCCCC1)N(C(=O)c1csnn1)C1CC1 (centres undefined)
→ -1.2, 15.5
CCOc1cc(-n2ncc(C#N)c2N)nc(SC)n1
→ 13.0, -7.5
NC(=O)c1oc2ccc(Cl)cc2c1NC(=O)CN1CCOCC1
→ -4.5, -7.7
O=C(Nc1ccccc1)c1cccc(-c2nnc(-c3ccccc3)o2)c1
→ 0.0, -7.3
CCCC(NS(=O)(=O)c1ccc(Br)cc1)C(=O)O (centres undefined)
→ 0.3, 0.8
COC(=O)c1c(C(=O)OC)c(-c2ccc(C)cc2)n2c1CCC2
→ -1.6, 5.6
Cn1c(=O)n(C)c2cc(S(=O)(=O)NCc3ccccc3)ccc21
→ 2.9, 5.1
NC(=S)N/N=C/c1ccc(-n2nncc2-c2ccc(Cl)cc2)cc1
→ 0.2, -39.3
CNC(=O)c1c(I)c(C(=O)NCC(=O)Nc2c(I)c(C(=O)O)c(I)c(C(=O)NCCO)c2I)c(I)c(N(C)C(C)=O)c1I
→ -0.2, 10.0

# From PubChem BioAssay
